# PABP1 MLLE inh: inhibitors of microRNA-mediated deadenylation, human PABP1 MLLE binding. P11940. GST-MLLE / FITC-PAM2 fluorescence polarization. inhibition, % at 20 µM. 360,000 compounds, 0.36% hits. AID 588489; in the data active means inhibition above about 35%, passing the limit was not always enough;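 further: plate controls were DMSO wells with GST-MLLE for no effect and wells lacking GST-MLLE protein for full effect; some results filed as inactive read as strong as hits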
# Rin1-Abl PPI inh: blocks binding of human Rin1 to Abl. P00519+Q13671. TR-FRET Rin1/Abl binding, biochemical. inhibition, % at 7.35 µM. 360,000 compounds, 0.4% hits; in the data active means inhibition above about 5%, passing the limit was not always enough
# MsrA act: bovine methionine sulfoxide reductase A activation | purified bovine MsrA, absorbance read-out | activation, % at 10.6 µM | 360,000 compounds, 0.3% hits | AID 602163; in the data active means activation above about 7.5%;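 further: 0% = vehicle and 100% = reference activator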
# E coli Lon inh: inhibitors of E. coli Lon protease; 360,000 compounds, 0.42% hits; purified E. coli Lon protease, fluorescence polarization; inhibition, % at 7.94 µM; in the data active means inhibition above about 13%, passing the limit was not always enough;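 further: 0% = enzyme with probe and DMSO and 100% = no enzyme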
# CendR NRP1 mod: modulators of CendR peptide binding to human neuropilin-1; FAM-RPARPAR peptide binding to NRP-1, fluorescence polarization; inhibition, % at 25 µM; 360,000 compounds, 0.85% hits;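 active means inhibition or corrected inhibition above about 18%, plus a signal ratio from 0.5 to 1.5, limit read from the data, passing the limit was not always enough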; further: strong numbers were not always called active
# SKN-1 inh: C. elegans SKN-1 inhibition | C. elegans VP596 Pgst-4::GFP/RFP ratio, acrylamide-induced, 24 h | inhibition, % at 21.8 µM | 360,000 compounds, 0.49% hits;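 active means interference check ratio from 0.5 to 1.5 plus GFP to RFP signal ratio inhibition reaching or exceeding a fixed threshold, cut at about 30% in these data, passing the limit was not always enough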; further: some compounds called inactive have numbers as strong as hits
# Neddylation inh: blocks human cullin neddylation; P61081+Q13564; TR-FRET cullin neddylation, biochemical; calls only at 25 µM; 360,000 compounds, 0.58% hits; AID 651699; in the data active means inhibition above about 36%
# MT1-MMP act inh: blocks activation of human MT1-MMP; HT1080 RFP-PRO-GFP cells, GFP/RFP ratio fluorescence, overnight; percent of plate control window, DMSO zero; 360,000 compounds, 0.061% hits; GFP/RFP ratio change, % at 20 µM; P50281;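 active means GFP/RFP ratio change of at least 30% with cell ATP level not reduced by more than half and red fluorescence within 50% of control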; further: strong numbers were not always called active
#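 Assay system: RFP-PRO-GFP reporter HT1080 cells; read-out basis: GFP/RFP fluorescence ratio; benchmarks: DMSO wells and RFP-L50D-GFP cells; doses: 20 µM single dose, 1% DMSO; schedule: overnight cell settling, then overnight compound exposure, 37 °C, 5% CO2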
# FAS-TE inh: blocks the thioesterase domain of human fatty acid synthase; recombinant FAS-TE, OMFH fluorogenic substrate, fluorescence endpoint; inhibition, % at 15 µM; 360,000 compounds, 0.67% hits;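 active means compounds whose normalised, plate-corrected inhibition of enzyme fluorescence in the single-dose primary screen is 50% or more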;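 further: 0% = DMSO with enzyme and 100% = substrate without enzyme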
# * marks the source's active call; other numbers are inactive results; i = inactive; . = no result given. The order is random, and some 4% of all compounds hit somewhere here.
SMILES,PABP1 MLLE inh,Rin1-Abl PPI inh,MsrA act,E coli Lon inh,CendR NRP1 mod,SKN-1 inh,Neddylation inh,MT1-MMP act inh,FAS-TE inh
COc1ccc(NC(=S)NCCc2ccccc2)c(C)c1,-17,-1,-3,-6,20,0,i,0,2
Cn1c(CC(=O)Nc2ccccc2)nnc1SCC(=O)Nc1ccc(N2CCOCC2)cc1,0,2,-1,-6,3,14,i,-2,-3
COc1cc(C)ccc1NC(=O)c1ccc(S(=O)(=O)N2CCOCC2)cc1,11,0,-3,-4,6,-25,i,3,2
COc1ccc(CCN(C)C(=S)Nc2cccc(C)c2)cc1OC,-84,2,-1,5,8,4,i,1,-4
CC(CN1CCC(n2nccc2NC(=O)CCCc2ccccc2)CC1)c1ccccc1 (stereo not drawn),2,3,-1,-8,-4,3,i,0,4
O=C(CSc1ccc(F)cc1)Nc1ccccc1N1CCOCC1,1,0,4,-2,-8,6,i,-2,6
C[C@H](CO)N1C[C@H](C)[C@@H](CN(C)S(=O)(=O)c2cccs2)Oc2ccc(NS(=O)(=O)c3ccc(F)cc3)cc2C1=O,1,3,-4,2,0,-10,i,-3,-3
CC(Sc1ncccn1)C(=O)Nc1ccc2c(c1)OCCO2 (stereo not drawn),-3,3,-10,-1,-5,5,i,7,-6
O=C(Cn1c2ccccc2c2nc3n(c(=O)c21)CCS3)Nc1ccccc1C(F)(F)F,19,3,-15,5,0,-2,i,.,-3
CCOC(=O)c1cc(-c2ccccc2)n(CCC(=O)NC(C)CC)c1C (stereo not drawn),4,7,-11,-4,2,6,i,2,-2
CNC(=S)NC(CC(=O)OC)c1ccc2c(c1)OCO2 (stereo not drawn),-28,1,2,-1,-11,-6,i,4,-3
COC(=O)C1=C(C)Nc2ncnn2C1c1cccnc1 (stereo not drawn),-6,-2,-10,-1,4,6,i,4,-6
Fc1ccccc1/C=N/n1c(C2CCCCC2)n[nH]c1=S,-72,0,2,2,2,10,i,0,6
Cc1cc(OC(C(=O)O)c2ccccc2)c2c(C)c(Cc3ccccc3)c(=O)oc2c1 (stereo not drawn),-2,-2,-2,8,-4,-11,i,1,0
CN(NS(=O)(=O)c1ccccc1)c1nc2ccccc2nc1C(F)(F)F,10,-1,-2,-3,-6,26,i,5,5
N#Cc1ccc(CN2CCN(C(=O)CNC(=O)Cc3cccc4ccccc34)CC2)cc1,7,1,-2,-3,1,12,i,-9,7
Cc1nc(SCC(=O)NC2CCS(=O)(=O)C2)c2c3c(sc2n1)CCC3 (stereo not drawn),1,-4,0,2,4,-6,i,-3,-5
Cc1ccc(C(=O)NNC(=O)C(C)Oc2ccc3ccccc3c2)o1 (stereo not drawn),-13,2,-2,9,3,-7,i,0,-6
CC(C)Oc1ccc(C(CC(=O)O)NC(=O)C(Sc2ccccc2)c2ccccc2)cc1 (stereo not drawn),-14,1,-3,-4,2,-2,i,2,-1
COc1ccc(C2N(C(=O)CN3CCCC3)CCCN2S(=O)(=O)c2ccccc2)cc1 (stereo not drawn),-1,3,-3,2,9,18,i,-4,-4
C[C@@H]1CN([C@@H](C)CO)C(=O)CCCn2cc(nn2)CO[C@H]1CN(C)S(=O)(=O)c1ccc(-n2cccn2)cc1,12,2,-4,-9,-13,5,i,2,-4
CCOC(=O)NC(=O)/C(C#N)=C\c1ccccc1,3,-2,-1,3,-6,12,i,0,-8
CCc1ccc(NC(=O)C2CCN(S(=O)(=O)c3c(C)noc3C)CC2)cc1,-4,-1,-3,3,17,-10,i,3,2
CCOC(=O)C1(C)CCCN(C(=O)c2c(-c3ccccc3)noc2C)C1 (stereo not drawn),0,-1,-2,-2,-7,9,i,1,-7
Cn1c(/C(C#N)=C(\O)c2ccc([N+](=O)[O-])s2)nc2ccccc21,7,5,-3,8,-19,40*,i,4,-7
O=C(CSc1nc2ccccc2o1)NC(=O)NCc1ccco1,4,0,-9,7,-2,-14,i,-1,-1
O=C(Nc1ccc(C(=O)N2CCCC2)cc1)c1cc(F)c(F)cc1Cl,12,1,0,-11,7,22,i,3,-8
CC1=CC(=O)CC2C1(C)CCC(C)C2(C)CCC(C)CC(=O)O (stereo not drawn),9,2,-5,8,-3,12,i,3,-1
Cc1ccc(OCC(=O)N(Cc2ccccc2)C2CCS(=O)(=O)C2)c([N+](=O)[O-])n1 (stereo not drawn),-18,0,-5,-3,-10,9,i,4,-8
Cn1c(SCc2ccccc2Cl)nc2ccccc21,3,-2,3,2,11,15,i,-2,10
O=C(CSc1nnc(-c2ccncc2)n1CCc1ccccc1)NCc1ccccc1,-5,2,1,3,-3,-18,i,0,-6
CC1CCCC(NC(=O)COC(=O)c2cc3ccccc3oc2=O)C1C (stereo not drawn),13,2,-1,0,-5,0,i,6,-6
O=C(/C=C/c1ccc(Br)cc1)c1ccc(NC2=NCCCS2)cc1,12,2,-4,-8,-13,83*,i,-11,7
O=C1CCC(C(=O)Nc2cccc(C(F)(F)F)c2)N1 (stereo not drawn),5,-1,0,7,3,13,i,1,-7
Cc1ccc(C(=O)N2CCC3(CC2)NCCc2[nH]cnc23)cc1,7,0,-3,1,-5,17,i,-1,-3
CCOc1ccccc1OCC(=O)Nc1ccc(S(=O)(=O)Nc2ncccn2)cc1,-2,4,-9,-8,-13,-15,i,0,-7
Cc1c(Cl)c([N+](=O)[O-])nn1Cc1ccc(C(=O)N/N=C\c2ccccn2)o1,-1,2,-7,0,5,-1,i,2,17
Cc1c(C#N)c2ncnc(-c3ccccc3)c2n1-c1ccccc1,-9,0,-5,6,-1,-9,i,-1,0
Cc1c(NS(=O)(=O)c2cccc(C(=O)NCc3ccccc3Cl)c2)c(=O)n(-c2ccccc2)n1C,14,-1,-3,4,-5,-7,i,-4,-1
Cc1ccc(C(=O)NC2CC(C)(C)NC(C)(C)C2)cc1Cl,-1,0,-4,-2,16,2,i,0,-12
Cc1ccc(/C=C2\SC(=S)N(CCC(=O)N3CCCCC3)C2=O)cc1,2,2,-3,-6,14,-3,i,-2,-1
COC(=O)CN(C)C(=O)c1cccc(OC2CCN(S(=O)(=O)N(C)C)CC2)c1,2,-1,-1,2,1,7,i,-3,-4
COc1ccc(NC(=S)Nc2cccc(S(=O)(=O)N3CCCCC3)c2)cc1,31,1,-3,6,-5,8,i,0,9
COc1cccc(/C=N/Nc2nn3cnnc3c3ccccc23)c1,-11,-4,-4,-9,-7,12,i,11,-4
CCCCCOCC(O)CCC(=O)NN (stereo not drawn),23,0,1,6,3,-1,i,-2,-7
CCc1cccc(C)c1NC(=O)COC(=O)C1CCN(S(=O)(=O)c2ccccc2)CC1,-9,3,-3,-2,-14,8,i,-3,0
COc1cc(NC(C)=O)c2ncccc2c1[N+](=O)[O-],-10,-5,-1,1,-8,12,i,-9,-1
CN(Cc1ccccc1)C(=O)c1cc(=O)[nH]c2ccccc12,18,-3,-6,-8,-2,7,i,2,-3
CN1CCc2nc(NC(=O)COc3ccc(C#N)cc3)sc2C1,-15,-4,1,6,-8,8,i,-2,1
CCC1(CC)C(=O)NC(=O)NC1=Nc1ccccc1,9,-2,-4,-3,-8,4,i,0,-8

# (cont.)
SMILES,PABP1 MLLE inh,Rin1-Abl PPI inh,MsrA act,E coli Lon inh,CendR NRP1 mod,SKN-1 inh,Neddylation inh,MT1-MMP act inh,FAS-TE inh
CCC(C)C(NC=C1C(=O)OC(C)(C)OC1=O)C(=O)O (stereo not drawn),3,4,-15,-2,-7,-17,i,2,-8
c1ccc(CNc2nc(Oc3ccncc3)c3sccc3n2)cc1,2,1,0,4,5,10,.,12,-6
CC(C)C(=O)N1CCC1(C)C(=O)Nc1cccc(Oc2ccccc2)c1 (stereo not drawn),3,0,-2,-1,-4,12,i,-5,2
CC(C)c1onc(C(=O)Nc2cccnc2Cl)c1[N+](=O)[O-],-15,-1,0,19*,3,0,i,-1,0
Cc1cc2ncc(S(C)(=O)=O)c(N)n2n1,5,-4,-5,1,-2,9,i,-1,-3
C=C1CCCC2OC(CC3=CC4/C(C)=C/CC(C)CC(/C=C(\C)C(O)C5CC(O)C(O)C(CCC(O)/C=C/C(C)=C/CCC6=NCCC(C3)C64C)O5)OC(=O)CC3OC(C(O)C1)C(O)C3O)CC(O)C2O (stereo not drawn),-4,1,3,-8,1,2,i,14,-1
CCN(CC)S(=O)(=O)c1cc(NC(=O)CCNC(=O)c2ccco2)ccc1C,-9,-1,-1,-3,9,-4,i,-2,-3
Cn1nc(C(=O)Nc2nc3ccccc3[nH]2)c2ccccc2c1=O,-16,-1,1,-2,-2,-4,i,3,-7
CCOC(=O)CC(=O)c1[nH]c(C)c(C(=O)OCC)c1C,6,-1,-2,-4,4,-6,i,-3,0
COc1ccc(N2CC(C(=O)NCc3ccco3)CC2=O)cc1 (stereo not drawn),-29,0,-3,-5,-3,0,i,6,-5
Cc1cc(C)n2nc(N)c(N=Nc3ccc4c(c3)OCO4)c2n1,-26,-6,-2,-8,-68,-3,i,14,-12
O=C(Nc1cccc(C(F)(F)F)c1)C1Cc2c(-c3ccc(Cl)cc3)ccnc2O1 (stereo not drawn),-9,1,0,-1,-4,-2,i,-1,30
CSc1oc(-c2ccco2)nc1S(=O)(=O)c1ccc(Br)cc1,-69,1,-1,-2,-6,6,i,2,33
COc1ccc(CNC(=O)CSc2nc(SC)ns2)cc1,30,0,-4,7,-4,17,i,-5,-1
CCN(C(=O)CSc1nc2ccccc2n1CC)C1CCS(=O)(=O)C1 (stereo not drawn),-13,-3,-2,-9,-3,8,i,-2,-2
CCOC(=O)CC1=NS(=O)(=O)c2ccccc2N1,0,-3,4,8,16,24,i,-4,-2
CC(C)CNC(=O)c1cccc(NC(=O)c2ccc(Cl)c([N+](=O)[O-])c2)c1,16,1,-1,2,3,0,i,2,23
Cc1cc(N2CC(C(=O)NCc3cccs3)CC2=O)ccc1C(C)C (stereo not drawn),5,0,-1,-4,5,3,i,10,-2
C=CCNC(=S)N1CCN(CCN=CC2=C(O)CC(c3cccs3)CC2=O)CC1 (stereo not drawn),-124,4,-9,0,4,-19,i,-5,-8
COc1ccc(NS(=O)(=O)CC(C)C)c(OC)c1,8,0,-7,-9,-12,-9,i,0,-9

# An excerpt from above, reduced to MT1-MMP act inh and SKN-1 inh.
structure | MT1-MMP act inh | SKN-1 inh
Cc1cc(C)n2nc(N)c(N=Nc3ccc4c(c3)OCO4)c2n1 | 14 | -3
O=C(Nc1cccc(C(F)(F)F)c1)C1Cc2c(-c3ccc(Cl)cc3)ccnc2O1 (stereo not drawn) | -1 | -2
CSc1oc(-c2ccco2)nc1S(=O)(=O)c1ccc(Br)cc1 | 2 | 6
COc1ccc(CNC(=O)CSc2nc(SC)ns2)cc1 | -5 | 17

# Continuation.
SMILES,PABP1 MLLE inh,Rin1-Abl PPI inh,MsrA act,E coli Lon inh,CendR NRP1 mod,SKN-1 inh,Neddylation inh,MT1-MMP act inh,FAS-TE inh
COC(=O)CN1C2(C#N)CCCCC2CC2CCCCC21C#N (stereo not drawn),18,1,-4,4,-2,32,i,-3,-7
CN1CCN(C(=O)c2cc3sc4ccccc4c3s2)CC1,-3,-1,-3,5,-6,23,i,1,1
CN(CC(=O)NC1CCN(Cc2ccccc2)CC1)S(=O)(=O)c1ccc(Cl)s1,9,0,-1,-12,-7,6,i,6,-5
COc1ccc(-c2nc(CS(=O)CC(=O)NCCN3CCCCC3C)c(C)o2)cc1OC (stereo not drawn),4,-2,-6,3,2,10,i,-6,-3

# Screens deposited in PubChem by several laboratories.
